S1P4 antag = blocks the human S1P4 receptor | 220,000 compounds, 0.26% hits | inhibition, % at 4.98 µM | O95977 | S1P4-expressing cells, antagonist mode, reporter read-out; in the data active = inhibition above about 29%;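 also: 0% = wells stimulated with agonist and 100% = vehicle wells without agonist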
Target sequence (O95977 whole entry, looked up): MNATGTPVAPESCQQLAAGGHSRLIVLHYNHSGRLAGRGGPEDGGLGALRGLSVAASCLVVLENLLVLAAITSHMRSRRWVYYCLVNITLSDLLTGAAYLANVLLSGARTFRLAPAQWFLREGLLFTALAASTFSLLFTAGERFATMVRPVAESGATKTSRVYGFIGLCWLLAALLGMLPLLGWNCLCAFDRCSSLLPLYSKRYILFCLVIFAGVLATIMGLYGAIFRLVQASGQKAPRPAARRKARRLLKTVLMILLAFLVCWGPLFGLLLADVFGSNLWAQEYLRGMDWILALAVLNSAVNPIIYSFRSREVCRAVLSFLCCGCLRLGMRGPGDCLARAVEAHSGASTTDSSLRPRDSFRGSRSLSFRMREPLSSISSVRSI
NPY-Y2 PAM-ag = human NPY-Y2 potentiation or agonism, primary screen | 220,000 compounds, 0.45% hits | cells expressing NPY-Y2, potentiator/agonist read-out | P49146 | activation, % at 3.6 µM; in the data active = activation above about 27%;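 also: cells stimulated with NPY near EC25 plus isoproterenol at EC100; 0% = vehicle plus submaximal agonist and 100% = vehicle plus saturating agonist; some results beyond the cut were filed as inactive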
Target sequence (P49146 whole entry, looked up): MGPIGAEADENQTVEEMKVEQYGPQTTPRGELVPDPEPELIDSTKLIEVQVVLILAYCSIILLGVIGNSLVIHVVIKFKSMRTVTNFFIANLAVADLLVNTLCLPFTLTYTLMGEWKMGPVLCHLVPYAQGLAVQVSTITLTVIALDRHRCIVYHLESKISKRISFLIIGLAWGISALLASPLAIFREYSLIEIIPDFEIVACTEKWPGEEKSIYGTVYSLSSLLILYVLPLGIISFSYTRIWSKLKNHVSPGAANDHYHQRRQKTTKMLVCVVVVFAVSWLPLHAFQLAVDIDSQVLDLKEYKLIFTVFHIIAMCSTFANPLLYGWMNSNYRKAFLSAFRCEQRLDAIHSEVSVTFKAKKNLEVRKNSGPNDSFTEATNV
NCF1 inh = inhibitors of human p47phox binding | P14598 | p47phox/p22phox peptide binding, fluorescence polarization, 2 h | inhibition, % at 24.7 µM | 220,000 compounds, 0.53% hits | AID 1274;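 active = inhibition above about 30%, limit read from the data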;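 also: 0% = p47phox with labelled peptide and 100% = labelled peptide alone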
S1P4 agonist = human S1P4 receptor agonism. 220,000 compounds, 0.35% hits. O95977. S1P4-expressing cell line, agonist reporter assay. activation, % at 4.98 µM; in the data active = activation above about 11%;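 also: 0% = DMSO vehicle and 100% = reference agonist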
NPY-Y1 antag = antagonists of human neuropeptide Y receptor Y1; inhibition, % at 3.6 µM; 200,000 compounds, 1% hits; P25929; HEK293-CNG Y1 cells, membrane potential fluorescence; NPY at EC95, then isoproterenol;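 active = inhibition above the campaign mean inhibition of all tested compounds plus 3 SD, cut at about 20% in these data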;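 also: 0% = DMSO wells given NPY plus isoproterenol and 100% = isoproterenol alone without NPY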
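System: HEK293 cells with Y1 receptor plus CNG channel / Probe or stimulus: NPY 25 nM then isoproterenol 1 µM plus Ro 20-1724 25 µM / Compound: one concentration, 3.6 µM, in 0.4% DMSO / Schedule: compound incubation 1 h at room temperature, readout 45 min post-stimulation / Measured by: membrane potential fluorescence / Read-out: % inhibition of NPY effect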
Ba/F3 V617F tox = loss of viability in JAK2V617F-driven Ba/F3 cells | AID 1446 | Ba/F3 EpoR-JAK2V617F viability, ATP luminescence | 220,000 compounds, 1.1% hits | inhibition, % at 5.6 µM;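 active = inhibition above the campaign mean plus 3 SD over all tested compounds, cut at about 24% in these data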;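 also: cytokine-independent growth of Ba/F3 cells driven by EpoR plus mutant JAK2; 0% = DMSO-treated cells and 100% = JAK inhibitor I control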
BaF3 parental = parental Ba/F3 viability inhibition as JAK2V617F counter-screen | CellTiter-Glo ATP luminescence | inhibition, % at 5.6 µM | 220,000 compounds, 1.1% hits;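 active = inhibition above a per-campaign cutoff, the mean inhibition of all tested compounds plus 3 SD, cut at about 27% in these data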;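 also: 0% = DMSO wells and 100% = JAK Inhibitor I control wells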
NPY-Y1 PAM-ag = potentiates or activates human NPY-Y1 receptor; NPY-Y1 expressing cells, potentiator/agonist activation; activation, % at 3.6 µM; 220,000 compounds, 0.37% hits; P25929; in the data active = activation above about 33%, passing the limit was not always enough;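 also: cells stimulated with NPY at EC10 then isoproterenol at EC100; 0% = low agonist plus stimulus and 100% = saturating agonist plus stimulus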
CHOP inhibitor = blocks CHOP induction under ER stress; CHO-K1 CHOP-promoter luciferase, tunicamycin-induced, 15-18 h; inhibition, % at 10 µM; 220,000 compounds, 3.8% hits;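 active = compounds that reduced the stress-induced luciferase reporter signal by more than about 70% of percent inhibition, limit read from the data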;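 also: 0% = tunicamycin plus vehicle and 100% = wells without tunicamycin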
* marks the source's active call; other numbers are inactive results; . = not tested or not shown.

SMILES	S1P4 antag	NPY-Y2 PAM-ag	NCF1 inh	S1P4 agonist	NPY-Y1 antag	Ba/F3 V617F tox	BaF3 parental	NPY-Y1 PAM-ag	CHOP inhibitor
Cc1ccc2occ(CN3CCN(Cc4ccccc4)CC3)c(=O)c2c1	-10	10	-8	-1.4	2	0	5	-3	-3
CCN(CC)CCN1C(=O)C(=O)/C(=C(/O)c2cnn(-c3ccccc3)c2C)C1c1cccnc1 (centres undefined)	-3	3	1	0.6	-5	0	5	6	-30
COc1cccc(NC(=O)C2CCCN(S(=O)(=O)c3cccc4nsnc34)C2)c1 (centres undefined)	-2	-8	-23	1.6	3	2	10	-3	68
COc1ccc(/C=N/NC(=O)Cn2c(Cc3ccc(OC)c(OC)c3)nc3ccccc32)cc1	-13	-14	-1	0.9	2	0	9	-4	21
O=C(c1cccnc1)N1CCN(Cc2ccc3c(c2)OCO3)CC1	-13	3	-9	6.0	-2	2	3	-4	13
Cc1cccc(N2CCN(c3ccc(C(N)=O)cc3[N+](=O)[O-])CC2)c1C	-18	10	-4	1.2	1	-1	2	-7	9
CCn1c(=O)c(C(=O)CN2CCN(S(=O)(=O)c3ccc(C)cc3C)CC2)c(N)n(Cc2ccccc2)c1=O	-6	-15	-74	1.7	9	6	11	-55	61
Cc1cc(C)c(OC2(c3ccccc3)OC(=O)c3ccccc32)c(C)c1 (centres undefined)	-7	-17	0	1.2	31*	-3	0	-8	41
C=CCNC(=O)c1cc2c(=O)n3cc(C)ccc3nc2nc1NCC1CCCO1 (centres undefined)	-23	11	-2	2.7	-1	-1	3	-1	0
Cc1cc(C(F)(F)F)nc(NCc2ccc(F)cc2)n1	2	5	-7	4.2	2	-1	5	14	63
COc1cccc(/C=N/NC(=O)c2ccoc2C)c1	0	3	-3	-0.2	.	-2	6	-6	-50
COC(=O)c1oc2ccc(Br)cc2c1NC(=O)CCCN1C(=O)c2ccccc2C1=O	-11	6	15	0.4	-3	-1	4	10	95*
CCC(C(=O)OCC(=O)Nc1cccc(S(=O)(=O)NC2=NCCCCC2)c1)c1ccccc1 (centres undefined)	-22	-7	-1	1.2	-2	-5	5	16	17
c1ccc2c(NC3CCCC3)nnc(NC3CCCC3)c2c1	-3	-2	-60	0.8	23*	3	7	-1	-23
NC(=O)c1ccccc1NC(=S)NC(=O)CCc1ccccc1	-26	-4	-7	-0.1	3	47*	7	-26	-10
O=C(CCc1ccc(O)c(O)c1)NNC(=S)Nc1ccc(Br)cc1Cl	15	0	2	2.9	-9	1	21	0	-25
FC(F)(F)c1nnc2c(Sc3ccc(Cl)cc3)nc3ccccc3n12	7	-2	-17	0.7	-1	4	4	-14	71*
O=C(O)c1cc(-c2cccs2)[nH]n1	-6	3	1	0.1	1	0	4	0	15
CCn1c(COc2ccc(=O)n(-c3ccccc3)n2)nnc1SC	-11	-3	-7	1.4	2	3	1	-1	4
COc1ccc(N2C(=O)C3C4C=CC(C4)C3C2=O)c(OC)c1 (centres undefined)	7	8	-11	0.4	-2	-2	6	-12	2
CCOc1ccc(N(CC(=O)N/N=C/c2ccc(OC(C)C)cc2)S(C)(=O)=O)cc1	-7	13	-15	1.4	0	0	6	0	56
O=C(c1cccc(S(=O)(=O)N2CCCC2)c1)N1CCN(c2ncccn2)CC1	-14	-3	-1	1.6	0	3	6	-5	8
CCC1=[N+](CC(=O)c2ccc(Br)cc2)CCn2c(C)ccc21	-1	1	-5	0.8	.	0	0	9	1
Cc1ccc(CN2CCNC(=O)C2CC(=O)O)cc1 (centres undefined)	-2	-1	-1	1.8	4	1	3	-10	-21
CCCC(=O)OCCNc1cc(Sc2nc3ccccc3[nH]2)c2nonc2c1[N+](=O)[O-]	52*	-4	-5	0.7	7	-2	-1	-13	110*
CCOc1ncccc1C(=O)OCC(=O)Nc1cc(C)ccc1C	-20	-5	-12	-3.9	1	-1	6	16	-17
Cn1c2ccccc2c2cnn(CC(=O)Nc3ccc(Cl)cc3)c(=O)c21	-6	-22	-56	-0.3	.	-3	3	-39	21
CN(C)S(=O)(=O)Nc1cc(F)cc(F)c1	-11	-4	-14	0.2	0	-1	2	-6	13
CC(=O)OCC(=O)[C@@]1(O)[C@H](C)C[C@H]2[C@@H]3CCC4=CC(=O)C=C[C@]4(C)[C@@]3(F)[C@@H](O)C[C@@]21C	2	9	-6	-0.1	4	9	3	-24	22
O=C(NCCN1C(=O)C2C3C=CC(C3)C2C1=O)Nc1ccccc1 (centres undefined)	4	3	10	0.4	7	-5	5	-1	13
Cc1cc(C)cc(NC(=O)N2CCCC2C(=O)Nc2ccc(-n3cnnn3)c(C)c2)c1 (centres undefined)	-14	-9	4	0.4	9	-2	2	7	6
Cc1cccc(Nc2nnc(SCC(=O)N(C)C3CCS(=O)(=O)C3)s2)c1C (centres undefined)	-6	3	-3	-0.4	1	1	0	6	30
CCCCN(C(=O)Nc1ccc(Cl)cc1)C1CCN(C(C)=O)CC1	-2	2	-8	2.0	2	4	7	-18	-2
COc1ccc(C(=O)Oc2cccc3cccnc23)cc1[N+](=O)[O-]	1	-6	-1	0.8	13	4	6	-11	32
Cc1c(C(=O)O)oc2c1C(O)CCC2 (centres undefined)	9	-11	10	-0.5	-8	0	2	2	-8
O=C(CSc1cccc[n+]1[O-])C12CC3CC(CC(C3)C1)C2	9	2	-5	1.3	-2	-3	3	16	-16
Cc1nc(Nc2nc3ccccc3o2)nc(C)c1C(=O)Nc1ccc(F)cc1	-19	-6	-3	-0.9	-7	3	8	-4	-8
CC1CCCN(C(=O)COc2ccc(Nc3ccccc3)cc2)C1 (centres undefined)	-19	2	-10	2.2	0	2	7	5	-14
CC1CCN(C(=S)c2ccc3c(c2)OCO3)CC1	19	-7	-7	-5.0	1	0	6	-6	36
OC1CCN(Cc2cccc(Oc3ccccc3)c2)CC1	-8	5	-3	0.5	-2	-3	1	1	12
COC(=O)c1ccc(C2C(C(C)=O)=C(C)Nc3ncnn32)cc1 (centres undefined)	1	7	-18	2.8	5	-3	0	3	-13
O=C(Nc1ccc(C(=O)O)cc1)/C(=C\C=C\c1ccccc1)NC(=O)c1ccc(Br)cc1	-7	1	-8	1.1	4	-1	5	-43	-15
O=C(c1cn(-c2ccccc2)nc1-c1cccs1)N1CCOCC1	-7	-3	25	2.0	-3	-4	-1	19	13
O=C1c2cccc3cccc(c23)C(=O)N1CCN1CCN(C(=S)Nc2ccc(Cl)cc2)CC1	-9	7	32*	-2.7	3	0	2	-20	-11
Oc1ccc2ccccc2c1C=NC1CCCCC1	21	9	0	-0.1	1	5	7	4	-9
Cc1nc([N+](=O)[O-])c(Br)n1CC(=O)c1ccc2ccccc2c1	-14	-3	-17	0.8	12	44*	6	-1	103*
CN(Cc1ccccc1)C(=O)COC(=O)c1cc(Cl)nc(Cl)c1	3	-20	-10	0.6	-2	3	8	-14	12
Cc1cccc(S(=O)(=O)NNC(=O)c2sc(C)nc2C)c1	-23	1	-6	0.8	3	-2	5	-10	29
C(=N/Nc1cc(N2CCOCC2)nc(N2CCOCC2)n1)/c1ccccc1	-6	13	-8	1.7	2	-2	9	-23	-72
CC(C)Sc1nc(-c2ccccc2)cc(=O)[nH]1	-3	-19	-18	0.1	1	-1	8	-6	6
CNC(=O)c1ccc(-c2ccc(Cl)c(Cl)c2)s1	8	3	-7	2.4	-2	3	4	-2	5
COc1ccc(NC(=O)c2cc3sccc3n2Cc2ccc(F)cc2)cc1OC	-5	-12	-22	-0.8	-1	0	8	29	24
CCc1cccc(NC(=O)c2ccc(NS(=O)(=O)c3c(C)noc3C)cc2)c1	-2	0	-14	-1.3	13	5	8	-11	24
CC(C)(C)NC(=O)NC(=O)COC(=O)CCCc1c[nH]c2ccccc12	-7	-10	-10	-0.8	-2	2	4	11	19
Cc1nc(N)sc1C(=O)N/N=C/c1ccc([N+](=O)[O-])cc1	3	-13	1	0.0	.	-2	2	12	-14
COc1cc(C(Nc2ccc(S(=O)(=O)NCC3CCCO3)cc2)C(=O)NC(C)(C)C)cc(OC)c1OC (centres undefined)	3	-10	-12	-0.7	.	-3	0	11	-18
CCc1ccccc1NC(=O)Cn1nc(C(F)(F)F)c2c1CCC2	-11	-4	-22	-0.6	13	-1	4	-19	-1
CN(C)c1ccc(/C=N/NC(=O)CCC(=O)NCc2ccccc2)cc1	-6	10	-10	0.6	1	1	9	8	10
COC(=O)c1ccc(NC(=O)CN2C(=O)CNC2=O)cc1	4	-8	9	-2.6	2	-4	3	-26	29
O=C(Cc1ccc(Br)cc1)Nc1cccc(-c2cn3c(n2)SCC3)c1	-29	11	-26	-0.7	-1	-6	-1	20	12
Carrying on:
SMILES	S1P4 antag	NPY-Y2 PAM-ag	NCF1 inh	S1P4 agonist	NPY-Y1 antag	Ba/F3 V617F tox	BaF3 parental	NPY-Y1 PAM-ag	CHOP inhibitor
CCc1ccc(C(=O)NNC(=S)Nc2ccc(S(N)(=O)=O)cc2)s1	0	-2	11	1.6	6	0	6	4	7
COCCCNC(=S)Nc1ccc2nc3n(c(=O)c2c1)CCCCC3	-7	4	1	-0.1	-4	1	5	16	7
O=C(O)c1ccc(Cl)c(NC(=S)NC(=O)c2ccccc2[N+](=O)[O-])c1	-10	2	-7	-0.1	-2	-1	2	-3	1
COC(=O)c1ccc(OCCN2C3=NCCN3c3ccccc32)cc1	7	-8	-4	-0.5	18	1	1	-7	2
O=C(N/N=C/C(Cl)=C/c1ccccc1)c1ccco1	-7	-11	-13	-0.5	1	4	10	-13	-26
COCc1cc(OC)nc(-c2csc(C)n2)n1	10	1	-5	-0.9	.	-1	-2	6	1
CCCNC(=O)COC(=O)c1ccccc1C(=O)c1ccc(Cl)c([N+](=O)[O-])c1	13	-4	-3	-0.6	-2	2	4	16	102*
Cc1cc(NC(=O)CCC(=O)N(CCC(C)C)CC(=O)NCC2CCCO2)no1 (centres undefined)	-1	-5	0	-0.1	1	1	4	-9	15
COC(=O)c1cc2sccc2n1Cc1ccc(C)cc1	0	-11	-6	0.6	5	4	2	-29	54
CCc1nnc(N2C(=N)SCC2=O)s1	-7	-1	2	1.1	3	0	9	-4	-15
O=c1oc2ccccc2c(O)c1C=Nc1cccnc1	0	-4	-4	1.0	-1	2	13	1	-19
CCOC(=O)CCS(=O)(=O)c1nc(-c2ccccc2)cc(C(F)(F)F)n1	84*	5	-6	-2.4	11	39*	7	-20	.
Cc1cc(C)cc(C(=O)NCC(=O)OCc2cc([N+](=O)[O-])cc3c2OCOC3)c1	-25	-2	3	0.5	-2	-4	1	7	14
S=c1nc(Cc2ccc(Cl)cc2)[nH]c2ccccc12	-7	-3	1	0.1	4	-4	0	0	55
C[n+]1c(/C=C/c2ccc3c(c2)OCO3)ccc2ccccc21	-7	6	-4	-0.6	0	41*	33*	11	-24
O=C(NCc1ccco1)c1ccc(COc2ccccc2Cl)cc1	-1	-22	-25	-0.6	10	5	4	-30	25

Source: PubChem
